TcdB inh: inhibitors of Clostridioides difficile toxin B glycohydrolase | inhibition, % at 9.99 µM | TcdB glycohydrolase enzymatic assay, plate reader | 350,000 tested, 0.24% active | P18177; in the data active = inhibition above about 10%
CCHFV vOTU inh: CCHFV vOTU protease inhibition; Pep-AMC fluorescence; inhibition, % at 11.5 µM; 370,000 tested, 0.55% active; AID 651958; in the data active = inhibition above about 30%; also: 0% = vehicle wells with enzyme and 100% = no enzyme wells
BoNT-A LC inh2: BoNT A light chain protease inhibition; multiplex microsphere protease substrate cleavage, flow cytometry; inhibition, % at 10 µM; 360,000 tested, 0.17% active; also: plate controls were buffer without enzyme for full effect and enzyme alone for no effect
PrPC surface inh: cell surface PrPC inhibition, primary TR-FRET screen; inhibition, % at 13.8 µM; P04156; TR-FRET read-out; 370,000 tested, 0.43% active; in the data active = inhibition above about 24%; also: 0% = median of the test wells and 100% = reference compound wells
Yp Topo-I inh: inhibitors of Yersinia pestis topoisomerase I; activity, % at 10 µM; 360,000 tested, 0.064% active; AID 504884; Y. pestis Topo-I cleavage product accumulation, plate reader; in the data active = activity above about 50%, passing the limit was not always enough; inconclusive = no clear call, values can overlap the other calls; also: inactives centre near 2
PfHsp40 yeast: rescue of PfHsp40-mediated yeast toxicity; S. cerevisiae expressing PfHsp40, growth rescue, ATP luminescence; AID 504582; 340,000 tested, 0.68% active; growth rescue, % at 12.5 µM; in the data active = growth rescue above about 28%, passing the limit was not always enough; inconclusive = no clear call, values can overlap the other calls;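 also: yeast W303a lacking pdr1 and pdr3 grown in galactose medium; growth measured after three days at 30 °C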
BoNT F protease: inhibitors of Botulinum neurotoxin F light chain protease. 360,000 tested, 0.22% active. inhibition, % at 10 µM. Multiplex microsphere protease cleavage assay, flow cytometry; in the data active = inhibition above about 35%, passing the limit was not always enough; inconclusive = no clear call, values can overlap the other calls; also: plate controls were buffer without enzyme for full effect and enzyme alone for no effect
FadD28 FP inh: blocks FadD28 binding to the bisubstrate probe; fluorescence polarization; inhibition, % at 12.5 µM; 360,000 tested, 0.22% active; AID 588549; in the data active = inhibition above about 8.5%, passing the limit was not always enough; inconclusive = no clear call, values can overlap the other calls
Anthrax LF prot: anthrax lethal factor protease inhibition. 360,000 tested, 0.12% active. AID 588501. P15917. multiplex microsphere protease cleavage assay, LF. inhibition, % at 10 µM; also: plate controls were buffer without enzyme for full effect and enzyme alone for no effect
Target sequence (P15917 whole entry, looked up): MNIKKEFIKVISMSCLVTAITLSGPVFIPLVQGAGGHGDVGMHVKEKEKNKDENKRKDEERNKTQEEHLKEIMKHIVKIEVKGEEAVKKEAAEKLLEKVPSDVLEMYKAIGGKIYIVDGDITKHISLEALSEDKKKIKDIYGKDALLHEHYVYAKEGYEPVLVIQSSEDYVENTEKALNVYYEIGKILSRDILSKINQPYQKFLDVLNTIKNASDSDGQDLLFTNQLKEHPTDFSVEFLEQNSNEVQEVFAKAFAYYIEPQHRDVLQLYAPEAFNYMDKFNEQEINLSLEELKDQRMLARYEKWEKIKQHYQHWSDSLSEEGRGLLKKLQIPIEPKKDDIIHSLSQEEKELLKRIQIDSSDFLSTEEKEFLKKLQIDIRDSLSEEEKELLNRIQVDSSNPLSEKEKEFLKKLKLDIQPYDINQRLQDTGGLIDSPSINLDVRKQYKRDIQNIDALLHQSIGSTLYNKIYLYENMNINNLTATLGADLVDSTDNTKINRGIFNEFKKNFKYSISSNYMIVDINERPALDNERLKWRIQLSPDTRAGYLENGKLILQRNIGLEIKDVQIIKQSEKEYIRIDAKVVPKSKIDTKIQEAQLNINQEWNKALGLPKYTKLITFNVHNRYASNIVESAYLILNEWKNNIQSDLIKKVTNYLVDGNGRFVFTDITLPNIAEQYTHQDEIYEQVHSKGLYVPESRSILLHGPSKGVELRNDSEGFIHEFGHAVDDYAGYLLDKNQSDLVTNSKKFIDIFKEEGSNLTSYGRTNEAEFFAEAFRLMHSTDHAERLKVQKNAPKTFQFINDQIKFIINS
Numbers without * were called inactive; u = inconclusive; x = no result given. Rule as the data show it, unless noted: active = inhibition above about 30%; inconclusive = no clear call, values can overlap the other calls; inactive = below that.

SMILES | TcdB inh | CCHFV vOTU inh | BoNT-A LC inh2 | PrPC surface inh | Yp Topo-I inh | PfHsp40 yeast | BoNT F protease | FadD28 FP inh | Anthrax LF prot
CC(C)CC(N)c1csc(NC(=O)Nc2ccccc2C(C)C)n1 (configuration not stated) | 0.0 | 15 | -0.1 | 1 | -6 | x | -24 | 0.8 | -6
CC(=O)c1ccc(OC(NC(=O)Cc2ccccc2)C(Cl)(Cl)Cl)cc1 (configuration not stated) | x | 15 | -0.8 | -4 | -1 | 1.4 | 6 | -4.8 | -3
O=S1(=O)CC(N2CCC(c3ccccc3)CC2)CN1Cc1ccccc1 (configuration not stated) | 0.0 | -2 | -0.7 | -7 | x | x | -7 | -3.3 | 0
Nc1nn(S(=O)(=O)c2ccccc2)cc1-c1ccc([N+](=O)[O-])cc1 | 2.0 | 9 | -0.3 | -9 | -9 | 0.1 | -6 | -2.7 | -2
CCOC(=O)C1=CCC(c2ccccc2)N(S(=O)(=O)c2ccccc2[N+](=O)[O-])C1 (configuration not stated) | 1.2 | -5 | 0.1 | -7 | x | x | -11 | -3.4 | -7
CSc1nnc(NC(=O)CCc2ccccc2)s1 | x | -7 | -0.7 | 3 | 6 | -0.2 | 0 | 0.3 | -1
Cc1nn(C)c(C(=O)N2CCN(C(=O)c3ccco3)CC2)c1Br | 1.2 | 11 | -0.6 | 4 | 4 | -1.1 | -2 | -3.5 | 1
CN1CCN(C(=O)CCN2C(=O)/C(=C/c3ccc(F)cc3)SC2=S)CC1 | 4.9 | 19 | 0.9 | -3 | 2 | -0.9 | 1 | -0.5 | 0
CCN(CC)P(=O)(Nc1cccc(C(F)(F)F)c1)c1ccc(N(C)C)cc1NC(=O)c1ccco1 (configuration not stated) | -0.5 | 12 | 1.0 | -1 | -13 | 0.7 | 0 | -0.1 | 5
CCOc1cc(-c2nc3c(C)cccn3c2NCC2CCCO2)ccc1O (configuration not stated) | x | -103 | -1.7 | -5 | 8 | 0.0 | -14 | 1.3 | -9
COc1ccc(C)cc1S(=O)(=O)N(C)CC(=O)N1CCN(c2ccccc2)CC1 | -0.4 | -15 | 0.6 | -3 | 2 | 0.1 | -2 | -0.4 | 5
COc1ccc(NC(=O)CN(C)C(=O)CSC(c2ccccc2)c2ccccc2)cc1 | 0.7 | 15 | 0.5 | 9 | 12 | 1.9 | -15 | -0.3 | -2
CN(CC(=O)NCc1ccccc1)Cc1ccc(Cl)cc1 | 1.8 | 9 | -1.5 | -5 | 18 | -1.3 | -2 | 0.3 | 14
C(=NNc1ccc2ccccc2n1)c1ccccn1 | 0.3 | -1 | -0.7 | 11 | x | x | -13 | -3.0 | -1
O=C(Nc1ccc(Oc2ccc(C(F)(F)F)cn2)c(Cl)c1)C1CC1 | 0.6 | -3 | -0.8 | 7 | 9 | 2.6 | -9 | 1.5 | -1
COc1ccc(N2C(=O)NC(NC(=O)c3ccncc3)(C(F)(F)F)C2=O)cc1 (configuration not stated) | x | 2 | 0.6 | 3 | -9 | 0.6 | 2 | -0.1 | 3
Nc1ccccc1C(=O)NCCCN1CCN(c2cccc(Cl)c2)CC1 | 0.5 | -19 | 0.5 | 0 | -2 | 1.0 | 7 | -2.6 | -10
CCOC(=O)N1CCN(c2nc3ccc(C)cc3n3cnnc23)CC1 | 0.7 | 14 | 2.1 | -5 | -2 | 0.2 | -7 | -1.6 | 3
COc1ccc(CCNC(=O)C(=O)NCC2OCCCN2S(=O)(=O)c2cc(C)ccc2C)cc1 (configuration not stated) | 1.4 | -7 | 0.0 | 7 | 15 | 0.7 | -4 | -2.3 | -9
O=C(NNS(=O)(=O)c1cccc(Cl)c1Cl)c1cccc(S(=O)(=O)N2CCOCC2)c1 | -15 | 12 | -0.4 | -2 | 3 | -1.2 | -2 | 0.9 | 0
CCOC(=O)c1[nH]c2ccccc2c1NC(=O)C(C)(C)C | 0.4 | -10 | -0.1 | -2 | 2 | -0.2 | -3 | -4.1 | -10
O=C(Cc1nc2ccccc2[nH]c1=O)c1ccccc1 | -2.4 | 9 | 0.7 | -9 | 1 | 2.6 | -3 | -1.7 | -2
CN(C1CCCCC1)S(=O)(=O)CCNC(=O)c1ccccc1 | -0.3 | -2 | 1.4 | -1 | 13 | -0.3 | 5 | -0.6 | 7
CCn1c2ccccc2c2nnc(SCC(=O)NC(CC(C)C)C(=O)OC)nc21 (configuration not stated) | x | 1 | u | 4 | 6 | 3.4 | u | -0.6 | u

Entries above that have two or more sulfur atoms, in the order listed:
SMILES | TcdB inh | CCHFV vOTU inh | BoNT-A LC inh2 | PrPC surface inh | Yp Topo-I inh | PfHsp40 yeast | BoNT F protease | FadD28 FP inh | Anthrax LF prot
CSc1nnc(NC(=O)CCc2ccccc2)s1 | x | -7 | -0.7 | 3 | 6 | -0.2 | 0 | 0.3 | -1
CN1CCN(C(=O)CCN2C(=O)/C(=C/c3ccc(F)cc3)SC2=S)CC1 | 4.9 | 19 | 0.9 | -3 | 2 | -0.9 | 1 | -0.5 | 0
O=C(NNS(=O)(=O)c1cccc(Cl)c1Cl)c1cccc(S(=O)(=O)N2CCOCC2)c1 | -15 | 12 | -0.4 | -2 | 3 | -1.2 | -2 | 0.9 | 0

(continued)
SMILES | TcdB inh | CCHFV vOTU inh | BoNT-A LC inh2 | PrPC surface inh | Yp Topo-I inh | PfHsp40 yeast | BoNT F protease | FadD28 FP inh | Anthrax LF prot
O=C(CNC(=O)c1cccs1)NCC(=O)OCc1ccccc1Cl | 0.7 | -7 | -0.1 | 10 | 5 | -0.1 | -5 | -1.5 | 0
COC(=O)CSc1nnc(-c2ccco2)n1-c1ccc(C)cc1 | x | 1 | 1.7 | 4 | 9 | 1.3 | 2 | -0.7 | -3
CSc1ccc(S(=O)(=O)NC2CCCCCC2)cc1 | x | -2 | -1.2 | 7 | 24 | 67* | -24 | -2.3 | 3
Cc1ccsc1C(C(=O)NC(C)(C)C)N(C(=O)c1csnn1)c1ccccc1 (configuration not stated) | 0.4 | -11 | -0.1 | 4 | 10 | -1.3 | 8 | -0.8 | 4
O=C(CNS(=O)(=O)c1ccccc1)OCC(=O)c1ccc([N+](=O)[O-])cc1 | x | 12 | -0.3 | -17 | 0 | -0.9 | -13 | -3.7 | -7
CCS(=O)(=O)N1CCN(c2nc(-c3ccccc3)cs2)CC1 | x | -2 | -0.9 | -6 | 8 | -1.0 | -15 | -0.1 | -3
Cc1ccc(-n2nnnc2SCC(=O)NNC(=O)c2ccc([N+](=O)[O-])cc2)cc1 | -0.3 | 16 | -0.2 | -35 | -5 | -0.7 | 5 | -0.4 | 2
Cc1ccc(C)c(S(=O)(=O)NNC(=O)c2sc(NS(=O)(=O)c3ccccc3)nc2C)c1 | -0.8 | 13 | -0.3 | 3 | 3 | 0.3 | 5 | 0.3 | -2
CC(C)C[C@@H](CN1CCC[C@@H]1CN1C(=S)NC[C@@H]1Cc1ccc(O)cc1)N1C[C@H](Cc2ccc(O)cc2)N(CC2CCCCCC2)C1=S | -0.8 | 32* | -0.6 | 3 | x | x | -6 | -2.4 | -14
Nc1nnnn1/N=C/c1ccco1 | x | 8 | -0.9 | -4 | -2 | 0.5 | -5 | -4.5 | -4
CCCCc1nn(-c2cc(Cl)ccc2OC)c2c1C(=O)CCC2 | 1.3 | 3 | 0.2 | -5 | 19 | -0.7 | -2 | -3.0 | -6
Cc1cccc(NC(=O)CNC(=O)c2cccc(S(=O)(=O)NCc3cccs3)c2)c1C | 0.7 | 8 | 1.4 | 1 | -6 | -0.1 | 5 | 1.9 | 6
O=C(NCCN1CCC(n2c(=O)[nH]c3ccccc32)CC1)c1cccc(F)c1 | 1.2 | -3 | -0.8 | -1 | x | x | -5 | x | -4
COC(=O)c1c(NC(=O)c2c(OC)cccc2OC)sc2c1C(C(=O)OC)CC2 (configuration not stated) | 0.1 | 3 | -0.6 | 10 | 2 | -0.1 | -2 | 0.3 | -20
CNc1ccc(-c2cccc(C#N)c2)cn1 | -0.2 | -4 | -0.1 | 0 | 1 | x | 2 | -5.2 | -1
CCC(C(=O)OCCN(CC)CC)c1ccccc1 (configuration not stated) | -8.1 | -2 | -0.5 | 2 | 2 | 0.2 | 1 | -0.7 | 8
COCCNc1nnc(SCC(=O)c2c[nH]c3ccccc23)s1 | x | 3 | 52* | 7 | 5 | 0.2 | -19 | -3.9 | 17
O=[N+]([O-])c1ccc(/C=N/Nc2cc(Cl)nc(-c3ccccc3)n2)cc1 | x | 0 | 0.8 | 6 | -15 | 0.5 | -9 | -1.5 | -2
CC(C)CC1NC(=O)c2cccnc2-n2c1nc1cc(F)c(F)cc1c2=O (configuration not stated) | 1.0 | -1 | -0.1 | -3 | 6 | x | -2 | -0.4 | -8
Cc1nc(C(=O)NCc2ccccc2)sc1C1(C)CC(c2cccc([N+](=O)[O-])c2)=NO1 (configuration not stated) | 0.3 | -3 | -0.2 | -6 | -9 | 1.0 | 9 | 1.4 | -4
CCOC(=O)c1c(S(=O)(=O)Nc2ccc(C)c(F)c2)c(C)n(C)c1C | -0.3 | 8 | -1.7 | -6 | -4 | 0.3 | -3 | 0.9 | -4
O=C(O)c1ccc(Nc2nc3ccccc3nc2NS(=O)(=O)c2cccs2)cc1 | 1.1 | 20 | -0.5 | 7 | 4 | 3.5 | -5 | 2.8 | -1
CCCCOC(=O)Nc1nnc(SCCOc2ccc(C)cc2)s1 | x | 6 | 0.4 | -5 | 2 | -0.7 | 6 | -1.9 | -10
C=CCSc1nc(=O)n2ccc(C)cc2n1 | -0.3 | 8 | 0.8 | -1 | 3 | 0.5 | -2 | -1.2 | -2
C=C(C)c1cccc(C(C)(C)NC(=O)NC2CC(C)(C)NC(C)(C)C2)c1 | x | 0 | 1.1 | 5 | -5 | 0.0 | -2 | -0.3 | -1
CCN(CC)C(=O)CSc1nc2c(sc(=S)n2Cc2ccco2)c(=O)n1-c1ccccc1 | x | 8 | -0.3 | 8 | 13 | -0.9 | -2 | -2.9 | -2
CCOC(=O)c1ccc(NC(=O)c2ccco2)cc1 | 1.4 | -14 | 4.4 | -3 | -4 | -1.5 | u | -2.1 | 13
Cc1ccc(CNC(=O)C(=O)NCCC2CCCCN2S(=O)(=O)c2cccs2)cc1 (configuration not stated) | 0.2 | -10 | 2.3 | -7 | 1 | -0.7 | 7 | 0.1 | -3
O=C(Nc1ccc(C(=O)N2CCOCC2)cc1)c1cccc(Br)c1 | 0.5 | 0 | 1.1 | 9 | 1 | 0.5 | 1 | -1.2 | 1
O=C(OCCCc1cc2ccccc2c(=O)o1)c1ccc(F)cc1 | 0.2 | 4 | 0.6 | -3 | 21 | 4.9 | -3 | 0.1 | -8
Cc1ccc(-c2nc(N3CCN(C)CC3)c3ccccc3n2)cc1 | 2.0 | -4 | 2.3 | -15 | 10 | -0.4 | 18 | -3.3 | 4
COc1ccccc1N(C)S(=O)(=O)c1ccc(C(=O)N(C)Cc2cccc(OC)c2OC)cc1 | 0.8 | -3 | 0.4 | 17 | 22 | x | 6 | -0.6 | 4
CC(C)(C)c1ccc(OCC(=O)N(Cc2cccs2)C2CCS(=O)(=O)C2)cc1 (configuration not stated) | 0.9 | 5 | -0.6 | -1 | 27 | -0.1 | -2 | -1.1 | 2
C/C(NCc1cccnc1)=C(\C#N)C(=O)NCc1ccccc1 | x | 8 | -0.8 | 2 | 1 | 8.7 | 1 | -4.6 | -2
O=C(N/N=C/c1ccccc1Cl)c1nc2ccc([N+](=O)[O-])cc2c(=O)[nH]1 | -1.2 | 7 | 0.0 | -10 | 5 | -0.2 | 4 | -1.0 | -2
CCOc1ccc(NC(=O)COC(=O)c2cc(=O)c3ccccc3o2)cc1 | 2.7 | 0 | 2.6 | 9 | -3 | 0.6 | 1 | -0.8 | -3
C=CCN1CCN(C(CC(C)C)c2nnnn2CCOC)CC1 (configuration not stated) | x | 7 | 0.2 | -9 | -10 | -0.9 | -6 | -2.9 | -2

High-throughput results as filed in PubChem.

Rows are unselected; any-hit rate near 2.3%.
